# HMGR II inh: inhibitors of E. faecalis class II HMGR, primary screen, biochemical, Enterococcus faecalis; HMG-CoA reductase (Enterococcus faecalis, mvaE); inhibition, % at 10 µM; purified E. faecalis HMGR, NADPH absorbance 340 nm kinetic; 190,000 tested, 0.41% active;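 active = inhibition above a set limit, the median over all tested compounds plus 3 SD, cut at about 9.5% in these data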;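 also: enzyme runs in reverse so mevalonate oxidation gives rising NADPH absorbance; 0% = complete reaction with DMSO and 100% = background rate lacking mevalonate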
# NF-kB neuron act: activators of NF-kB expression in neurons, primary screen, cell-based, HTS. AID 1239, 2008. 190,000 tested, 1.6% active. human neuronal cells, NF-kB reporter expression; hits give high values. fold change at 12.5 µM; in the data active = fold change above about 3.3
# DTT redox prof: compounds producing H2O2 with reducing agent – biochemical, NIH compound library profiling, artefact control for MLSCN library redox annotation, primary screen; DTT-dependent redox cycling H2O2, phenol red/HRP absorbance; 100% = 100 µM peroxide control, 0% = buffer; activation, % at 10 µM; 200,000 tested, 0.03% active; AID 878, 2007;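 active = activation of at least 50% relative to the plate's high and low controls in the primary single-dose screen; inactive = activation below 50%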;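 also: compound incubated with DTT at 0.8 mM final as the reducing agent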
# STAT1 act: STAT1 signaling activators, primary screen, cell-based, HTS, luciferase reporter. NIH 3T3 STAT1-luciferase reporter, IFN-gamma, luminescence; 100% = IFN-gamma alone, no compound. activation (% of control), % at 5.5 µM. 200,000 tested, 2.6% active. AID 932, 2007;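 active = activation above the screen-wide mean activation plus 3 SD, cut at about 130% in these data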;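 also: raw ratio to IFN-gamma control signal so 100% means no change and 0% no light; values of inactives mirror those of a sister screen read the other way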
# G6PDH counter: L. mesenteroides G6PDH inhibitors, counter-screen for G6PDH-coupled screening assays, biochemical, Leuconostoc mesenteroides enzyme | 200,000 tested, 0.12% active | Purified L. mesenteroides G6PDH, diaphorase/resazurin coupled fluorescence, 45 min | inhibition, % at 5 µM | glucose-6-phosphate dehydrogenase [Leuconostoc mesenteroides] | AID 1020, 2008; in the data active = inhibition above about 50%
# APP 5'UTR act: activators of APP 5'UTR luciferase reporter, primary screen, SH-SY5Y cells. SH-SY5Y APP 5'UTR luciferase reporter, luminescence; zero percent = DMSO vehicle wells. activation, % at 2 µM. 190,000 tested, 1% active;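 active = activation above a set limit, based on mean plus 3 SD of controls, cut at about 140% in these data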; also: values of inactives mirror those of a sister screen read the other way
# Hsp70 act: Hsp70 transcriptional activators, primary screen, cell-based, HeLa, Hsp70 promoter luciferase, luminescence, 10 µM. activation, % at 10 µM. 200,000 tested, 0.04% active. AID 1203, 2008. HeLa Hsp70 promoter luciferase reporter; scaled: vehicle 0, proteasome-inhibitor control 100%;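 active = activation above the mean across all tested compounds plus 3 SD, cutoff set per campaign, cut at about 5.5% in these data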;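 also: 100% = MG132 at 30 µM as the positive control and 0% = DMSO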
# FLuc inh counter: firefly luciferase enzyme inhibitors, primary screen, artefact control for luciferase-based inhibitor screens, biochemical, luminescence, ATPLite. Luciferin 4-monooxygenase (Photinus pyralis), P08659. 10 min. inhibition, % at 10 µM. 200,000 tested, 1.5% active. AID 1006, 2008;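 active = inhibition above about 50% when tested at 10 µM, limit read from the data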
# Target sequence (P08659 whole entry, looked up): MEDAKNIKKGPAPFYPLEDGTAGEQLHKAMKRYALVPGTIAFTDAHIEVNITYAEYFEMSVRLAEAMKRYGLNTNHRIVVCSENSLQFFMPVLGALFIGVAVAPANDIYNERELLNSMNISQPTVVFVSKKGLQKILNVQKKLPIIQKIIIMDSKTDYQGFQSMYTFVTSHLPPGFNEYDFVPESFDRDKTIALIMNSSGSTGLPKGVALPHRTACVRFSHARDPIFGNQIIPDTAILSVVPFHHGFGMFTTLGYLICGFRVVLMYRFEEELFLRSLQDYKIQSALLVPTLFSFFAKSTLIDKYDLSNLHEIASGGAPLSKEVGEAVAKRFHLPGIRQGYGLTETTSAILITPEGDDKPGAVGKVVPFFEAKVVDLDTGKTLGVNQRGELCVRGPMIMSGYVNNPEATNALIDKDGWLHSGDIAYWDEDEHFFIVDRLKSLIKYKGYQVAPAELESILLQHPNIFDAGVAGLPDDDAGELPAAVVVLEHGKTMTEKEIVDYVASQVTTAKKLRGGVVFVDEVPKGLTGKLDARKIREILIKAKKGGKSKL
# FLuc stim CS: FLuc activators, initial screening, artefact control for FLuc-dependent activation tests, biochemical, ATPlite luminescence; activation factor at 10 µM; AID 1027, 2008; ATPlite luciferase biochemical, 10 min; 0 = ATP-free wells, 1 = DMSO control; Luciferin 4-monooxygenase (Photinus pyralis), P08659; 200,000 tested, under 10 active;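 active = luciferase activation factor, scaled between plate controls, of at least 2 with compound at 10 µM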
#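 System: Luciferase/luciferin detection reagent, cell-free biochemical luciferase assay | Medium: PBS buffer for ATP | Dosing: Test compounds dosed from 2 mM stocks in 100% DMSO | Timing: 10 min at ambient temperature | Signal: Luminescence measurement of luciferase light output | Evaluation: Luciferase activation, seen as luminescence increase over controls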
# APP transl inh: inhibitors of APP translation via 5'UTR reporter, primary screen, APP 5'UTR luciferase, SH-SY5Y cells; SH-SY5Y APP 5'UTR-luciferase reporter, luminescence; 190,000 tested, 0.82% active; inhibition, % at 2 µM; AID 1285, 2008;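 active = inhibition above a set limit, derived from the sample mean plus 3 SD, cut at about 45% in these data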; also: values of inactives mirror those of a sister screen read the other way
# An asterisk follows results filed as active; · = no result given.
SMILES,HMGR II inh,NF-kB neuron act,DTT redox prof,STAT1 act,G6PDH counter,APP 5'UTR act,Hsp70 act,FLuc inh counter,FLuc stim CS,APP transl inh
Clc1ccc2c(c1)c1ccccc1n2CN1CCOCC1,-2,1.1,0.3,100,8,4,-0.1,3,1,-4
COc1ccc(C2=NN(C(N)=S)C(c3ccco3)C2)cc1 (stereo unspecified),-14,1.1,0.4,113,3,11,0.3,-5,1,-11
CCCC12CN3CC(C)(CN(C1)C31CCCCC1)C2=O,-1,1.2,-0.1,98,10,14,-0.1,-4,1,-14
Cc1c(Cl)cccc1NC(=O)CCN1CCCC(C)C1 (stereo unspecified),2,1.2,-1.1,104,3,0,-0.1,-6,1.1,0
O=C(CN1C(=O)C2C3C=CC(C3)C2C1=O)NCC1COc2ccccc2O1 (stereo unspecified),1,1,0.1,106,2,-10,0.1,2,1,10
CC1(C)CC(=O)c2c(oc3ccc(NS(=O)(=O)c4cccc5cccnc45)cc23)C1,0,0.8,1.4,104,8,-1,0.0,-8,1.1,1
O=C(NCCC1=CCCCC1)C1CCCN(S(=O)(=O)c2ccccc2)C1 (stereo unspecified),0,1.1,0.6,105,31,-15,-0.4,-1,1,15
COc1cc(/C=N/NC(=O)C(N)=O)cc(OC)c1O,-4,0.91,-0.7,99,-2,0,-0.4,-2,1,0
Cn1c2ccccc2c2c(C(=O)N3CCN(c4ccc(F)cc4)CC3)cn(C3CCCC3)c(=O)c21,-1,0.42,6.2,112,2,11,-0.2,-2,1,-11
CCn1c(-c2ccoc2C)n[nH]c1=S,-8,1.1,-3.5,99,2,6,1.6,-6,1.1,-6
CCOC(=O)c1c(N2C(=O)Nc3ccccc3N2O)n[nH]c1-c1cccc(OC)c1,-1,1.7,-0.7,119,7,25,-0.5,2,1,-25
CCOc1cc2c(cc1OCC)C(C(=O)O)C(c1cc(Br)c(O)c(OC)c1)N(C)C2=O (stereo unspecified),1,1.1,-0.3,102,0,1,-0.3,-5,1,-1
Fc1cc(Br)ccc1NC(=S)Nc1ccccc1,-9,1.7,0.9,104,27,6,0.1,5,0.9,-6
NC(=O)CCNC(=O)c1ccc(Cl)cc1,0,0.94,0.3,100,2,-17,-0.2,-4,1,18
Cc1cccc(C(OC(=O)c2ccco2)C(=O)NCc2ccccc2)n1 (stereo unspecified),0,1.1,-5.2,101,-2,3,0.0,-6,1.1,-3
Cc1cc(-c2nc3c4c5c(sc4[nH]c(=O)n3n2)CCC5)c(C)o1,2,1.5,3.1,98,-5,11,-0.2,-6,1.1,-11
COCCNc1c(-c2ccc(OC)cc2)nc2ccc(Cl)cn12,-6,1.5,-1.4,123,0,38,0.0,30,0.7,-38
O=c1c2c3c(sc2n(CCN2CCOCC2)c(=O)n1Cc1ccco1)CCCCC3,1,0.82,-2.7,92,-3,-2,-0.5,-4,1,2
CC(=O)c1cc(-c2ccccc2)n(CC(=O)Nc2cccc(C)c2)c1C,-7,1.1,0.1,95,8,25,-0.3,-8,1.1,-25
Cc1nn(Cc2noc(C(=O)NCc3ccc(F)cc3)n2)c(C)c1Br,-7,0.9,8.5,99,1,-3,-0.2,-5,1.1,3
COC(=O)C1=C(C)NC2=C(C(=O)CCC2)C1c1cccc(C)n1 (stereo unspecified),0,1.3,-0.5,93,5,6,-0.3,-2,1,-6
O=C(/C=C/c1cccs1)NC1CC1,-7,1.1,0.2,101,3,82,0.2,6,0.9,-82
Nc1[nH]ncc1-c1ccc(F)cc1,-5,1.3,0.1,104,8,11,0.0,-1,1,-11
O=C1NC2(CCCCC2)N=C1c1ccc(F)cc1,-8,1.1,1.7,103,1,-5,0.0,-1,1,5
Cn1c(C(=O)N2CCC(C(=O)N3CCN(Cc4ccc5c(c4)OCO5)CC3)CC2)cc2sccc21,-12,0.65,-0.2,96,-7,15,-0.4,-4,1,-15
Cc1ccc(Oc2ncc(CN3CC(C)OC(C)C3)s2)cc1 (stereo unspecified),2,1.1,-0.5,104,0,4,-0.1,-5,1,-4
CCc1nc2c(nnn2Cc2ccc(F)cc2)c(=O)[nH]1,1,1,0.2,105,3,-9,-0.2,-1,1,9
Cc1oc(C(=O)O)cc1CSc1nnc(-c2ccccc2)n1C,-5,1,0.8,98,-2,·,0.1,-4,1,-23
O=C(O)c1ccc(-c2nc(-c3ccc(Cl)cc3Cl)cs2)cc1,2,2.1,-0.2,137*,1,122,0.8,-7,1.1,-122
COc1cc2[nH]c(=O)n(C3CCCCC3)c(=O)c2cc1OC,-3,0.92,-1.5,102,8,-41,-0.1,-6,1.1,41

# Next section; the last two above are carried over.
SMILES,HMGR II inh,NF-kB neuron act,DTT redox prof,STAT1 act,G6PDH counter,APP 5'UTR act,Hsp70 act,FLuc inh counter,FLuc stim CS,APP transl inh
O=C(O)c1ccc(-c2nc(-c3ccc(Cl)cc3Cl)cs2)cc1,2,2.1,-0.2,137*,1,122,0.8,-7,1.1,-122
COc1cc2[nH]c(=O)n(C3CCCCC3)c(=O)c2cc1OC,-3,0.92,-1.5,102,8,-41,-0.1,-6,1.1,41
COCCNC(=S)N1CCN(c2ccc(Cl)cc2)CC1,-2,0.96,-2.2,89,2,-2,-0.2,-5,1,2
CN(C)CCNc1oc(COc2cccc(Cl)c2)nc1C#N,-3,1.1,1.7,95,3,12,-0.1,-4,1,-12
Cc1ccccc1NC(=O)NCCCN1CCCC1,-2,1.4,0.0,104,3,-14,-0.1,-2,1,14
CCn1c(NC(=O)c2ccco2)c(-c2ccccc2Cl)c(=O)c2ccccc21,0,1,2.2,97,5,-12,-0.4,-6,1.1,12
CCCC(=O)Nc1nnc(SCC(=O)Nc2ccc3c(c2)OCCO3)s1,2,1.2,-0.5,96,-2,-18,0.2,2,1,18
CCOc1ccccc1C1CC(=O)NC2=C1C(=O)CCC2 (stereo unspecified),-2,1.1,2.2,101,5,3,-0.2,-3,1,-4
COc1ccc(OC)c(-n2c(SCC(=O)NCc3ccco3)nnc2-c2c[nH]c3ccccc23)c1,2,0.97,-0.9,87,7,15,0.0,-5,1,-15
CCOC(=O)c1cc(-c2ccc(F)cc2)n(CC(=O)NCc2ccccn2)c1C,-5,1.5,-0.4,96,12,-3,-0.1,-1,1,3
CC(C)CSc1nc2ccccc2n1CC(N)=O,-2,1.1,-1.0,93,-17,20,-0.4,-1,1,-20
CCN(CC)C(=O)CSc1ccc(C(F)(F)F)cc1[N+](=O)[O-],-1,1,-0.2,97,5,27,-0.3,-5,1,-27

# An excerpt from the list above, for reference:
SMILES,HMGR II inh,NF-kB neuron act,DTT redox prof,STAT1 act,G6PDH counter,APP 5'UTR act,Hsp70 act,FLuc inh counter,FLuc stim CS,APP transl inh
CCOc1ccccc1C1CC(=O)NC2=C1C(=O)CCC2 (stereo unspecified),-2,1.1,2.2,101,5,3,-0.2,-3,1,-4
COc1ccc(OC)c(-n2c(SCC(=O)NCc3ccco3)nnc2-c2c[nH]c3ccccc23)c1,2,0.97,-0.9,87,7,15,0.0,-5,1,-15
CCOC(=O)c1cc(-c2ccc(F)cc2)n(CC(=O)NCc2ccccn2)c1C,-5,1.5,-0.4,96,12,-3,-0.1,-1,1,3
CC(C)CSc1nc2ccccc2n1CC(N)=O,-2,1.1,-1.0,93,-17,20,-0.4,-1,1,-20
CCN(CC)C(=O)CSc1ccc(C(F)(F)F)cc1[N+](=O)[O-],-1,1,-0.2,97,5,27,-0.3,-5,1,-27

# Remaining list, next part
SMILES,HMGR II inh,NF-kB neuron act,DTT redox prof,STAT1 act,G6PDH counter,APP 5'UTR act,Hsp70 act,FLuc inh counter,FLuc stim CS,APP transl inh
O=C(NCc1ccco1)c1csc2c1CCCCC2,2,1.1,-1.6,99,4,7,0.0,-2,1,-7
COc1ccc(C2CC(c3ccccc3OC(C)=O)=NN2C(=O)/C=C/c2ccccc2)cc1 (stereo unspecified),0,0.79,0.2,99,7,-3,-0.4,-6,1.1,3
O=C1NCCN1CCNS(=O)(=O)c1ccc(F)cc1,-3,1.1,0.5,84,7,-2,-0.4,-5,1.1,2
COc1ccc(N2CCN(c3ccc(N)cc3C#N)CC2)cc1,-2,1,1.6,87,-8,-7,-0.2,-5,1.1,7
COc1ccc(C2=CC(c3ccc(C)cc3)n3nnnc3N2)cc1 (stereo unspecified),-10,0.71,0.0,111,6,3,-0.4,-4,1,-3
CCc1ccc(O)c(N=Cc2cccc(C)c2O)c1,0,1.4,-1.5,77,-2,7,-0.4,-1,1,-7
O=C(Cc1cccs1)Nc1ccc(-c2nnn(CC(=O)N3CCOCC3)n2)cc1,·,1.2,-0.2,102,11,-10,-0.1,10,0.9,10
O=CN1CCN(C(=O)c2ccc([N+](=O)[O-])cc2)CC1,1,1,-0.6,101,-6,-1,-0.3,-4,1,1
O=S(=O)(c1ccccc1F)N(Cc1ccco1)Cc1nnc(-c2ccccc2Br)o1,-4,0.96,-0.1,112,-7,10,-0.2,-5,1,-10
CCn1c(C)nc2cc(S(N)(=O)=O)ccc21,-4,1,-0.9,105,8,-14,-0.1,-3,1,14

# An excerpt of these results, with tabs.
mol	HMGR II inh	NF-kB neuron act	DTT redox prof	STAT1 act	G6PDH counter	APP 5'UTR act	Hsp70 act	FLuc inh counter	FLuc stim CS	APP transl inh
CCc1ccc(O)c(N=Cc2cccc(C)c2O)c1	0	1.4	-1.5	77	-2	7	-0.4	-1	1	-7
O=CN1CCN(C(=O)c2ccc([N+](=O)[O-])cc2)CC1	1	1	-0.6	101	-6	-1	-0.3	-4	1	1

# Following part:
SMILES,HMGR II inh,NF-kB neuron act,DTT redox prof,STAT1 act,G6PDH counter,APP 5'UTR act,Hsp70 act,FLuc inh counter,FLuc stim CS,APP transl inh
O=c1[nH]c2ccsc2c(=O)n1-c1ccc(F)cc1,-7,1.2,-2.7,102,4,-6,0.1,-8,1.1,6
Cc1ccc(C)c(S(=O)(=O)NCc2cccnc2)c1,-3,1.1,1.2,102,1,4,0.0,-10,1.1,-4
COCCCN=Cc1c(C)[nH]n(-c2ccc(Br)c(C)c2)c1=O,0,2.7,-0.3,165*,0,147*,-0.2,21,0.8,-147
Cc1ccc(-n2nnnc2Sc2nc([N+](=O)[O-])nn2C)cc1C,3,1,0.5,71,2,-13,-0.2,-9,1.1,13
CC(C)C[C@@H]1NC(=O)[C@H](C(C)C)NC(=O)c2cc([N+](=O)[O-])cc(I)c2OCC[C@@H](C(N)=O)NC1=O,7,1.1,0.5,104,11,22,-0.1,0,1,-22
O=C(Nc1cccnc1)c1cc2cc(Br)ccc2oc1=O,0,1.2,-0.1,101,-1,17,-0.2,8,0.9,-17
O=C(NCCCN1CCN(c2ccccc2F)CC1)C1CCC(=O)N1C1CCCC1 (stereo unspecified),-1,1.1,0.4,108,10,-23,-0.1,0,1,23
